# sdo1 growth: compounds rescuing growth of sdo1-depleted yeast, bone marrow failure model. z-score at 10 µM. S. cerevisiae sdo1-depleted JHY4D growth rescue, OD600 30 h; stronger effect = higher value; pdr5 snq2 efflux-pump mutant strain. 140,000 compounds, 0.21% hits;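 active = z-score above 3 at both the 24 hr and the 30 hr optical density reads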;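 also: z-score against mean and SD of all compound wells on the same plate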
# Insulin prom inh: TRM-6 insulin promoter activity inhibition | TRM-6 cells (human fetal islet line), insulin promoter-eGFP reporter, imaging; reporter expression induced with tamoxifen | inhibition, % at 2 µM | 130,000 compounds, 0.9% hits | AID 1273;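 active = inhibition above the mean plus 3 SD, with well images judged a real hit on visual review, cut at about 60% in these data, passing the limit was not always enough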
# sdo1 growth Rescue 24 h: recorded beside sdo1 growth, whose call it bears; z-score; S. cerevisiae sdo1-depleted JHY4D growth rescue, OD600; measured here: growth rescue at 24 h;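 0 is the plate mean of compound wells and units are plate SD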
# * hit, by the source's call; . = no result given.
# The opening 7 records, ahead of the listing:
SMILES,sdo1 growth,sdo1 growth Rescue 24 h,Insulin prom inh
CC(=O)/C(=N/Nc1ccccc1Cl)Sc1nnc(C(O)c2ccccc2)n1-c1ccccc1 (stereo not drawn),0,0.17,-3
OC(CNCCc1ccc(C(F)(F)F)cc1)COc1ccc2ccccc2c1 (stereo not drawn),-2,-1.3,14
CCOC(=O)N1CCC(Nc2ncnc3c2cnn3-c2ccc(Cl)cc2)CC1,0.48,1.6,-93
COCCOC(=O)c1sc(=S)n(CCOC)c1N,0.04,0.08,-9
Cc1nn2c(C)c(C(=O)Nc3ccccc3)cnc2c1C#N,0.91,0.27,34
Cc1cccc(NC(=O)C2CCCN2C(=O)OCC(C)C)c1 (stereo not drawn),-0.32,-0.44,-29
c1ccc2sc(NC3=NCN(CC4CCCO4)CN3)nc2c1 (stereo not drawn),.,.,-73

# The listing, from the first entry:
SMILES,sdo1 growth,sdo1 growth Rescue 24 h,Insulin prom inh
CC(=O)/C(=N/Nc1ccccc1Cl)Sc1nnc(C(O)c2ccccc2)n1-c1ccccc1 (stereo not drawn),0,0.17,-3
OC(CNCCc1ccc(C(F)(F)F)cc1)COc1ccc2ccccc2c1 (stereo not drawn),-2,-1.3,14
CCOC(=O)N1CCC(Nc2ncnc3c2cnn3-c2ccc(Cl)cc2)CC1,0.48,1.6,-93
COCCOC(=O)c1sc(=S)n(CCOC)c1N,0.04,0.08,-9
Cc1nn2c(C)c(C(=O)Nc3ccccc3)cnc2c1C#N,0.91,0.27,34
Cc1cccc(NC(=O)C2CCCN2C(=O)OCC(C)C)c1 (stereo not drawn),-0.32,-0.44,-29
c1ccc2sc(NC3=NCN(CC4CCCO4)CN3)nc2c1 (stereo not drawn),.,.,-73
Cc1c(C(=O)N2CCCCCC2)oc2ccccc12,-0.34,-0.21,12
COc1cc(C(=O)N2CCN(S(=O)(=O)c3ccc(C)cc3)CC2)ccc1OCc1c(C)noc1C,-0.92,-0.92,-7
CC(NS(=O)(=O)c1ccccc1)C(c1cccs1)N1CCN(c2ccccc2)CC1 (stereo not drawn),-1.1,-1.8,.
CC(=O)N1CCCc2cc(S(=O)(=O)Nc3ccc(C)cc3C)ccc21,-0.08,0.29,-50
COCCn1c(SCC(=O)N2CC(=O)Nc3ccccc32)nc2ccccc2c1=O,.,.,-29

# Pulled by structure from the list above, 4 records:
SMILES,sdo1 growth,sdo1 growth Rescue 24 h,Insulin prom inh
COc1cc(C(=O)N2CCN(S(=O)(=O)c3ccc(C)cc3)CC2)ccc1OCc1c(C)noc1C,-0.92,-0.92,-7
Cc1cccc(NC(=O)C2CCCN2C(=O)OCC(C)C)c1 (stereo not drawn),-0.32,-0.44,-29
c1ccc2sc(NC3=NCN(CC4CCCO4)CN3)nc2c1 (stereo not drawn),.,.,-73
OC(CNCCc1ccc(C(F)(F)F)cc1)COc1ccc2ccccc2c1 (stereo not drawn),-2,-1.3,14

# Further structures follow.
SMILES,sdo1 growth,sdo1 growth Rescue 24 h,Insulin prom inh
CCOC(=O)CN1NC2(CCCCC2)NC1=S,-0.03,-0.34,-40
COc1ccccc1N(CC(=O)NCc1ccccc1)S(C)(=O)=O,0.43,-0.46,39
O=C(Nc1nc2ccc(Oc3ccccc3)cc2s1)c1cc([N+](=O)[O-])ccc1N1CCOCC1,-0.03,1.1,.
COc1cccc2c1OC[C@@H](CO)[C@H]2N(C)C(=O)Nc1ccc(Cl)cc1Cl,0.51,0.08,.
Cc1ccc(-n2c(Cn3cnc4ccccc43)nnc2SCC(=O)O)cc1,0.63,0.38,-8
Cc1ccccc1-n1c(SCC(=O)N/N=C/c2c(C)nn(-c3ccccc3)c2C)nc2ccccc2c1=O,0.37,1,30
O=c1cc(-c2cccc([N+](=O)[O-])c2)[nH][nH]1,0.26,-0.53,-17
Clc1ccc(-c2nnc(CNC3CC3)o2)cc1,0.46,0.18,.
CC(=O)Nc1ccc2c(c1)CN(c1cc(C)ccc1C)CO2,1.8,1.1,.
COc1ccccc1CNC(=O)c1ccccc1OC,0.68,0.82,.
O=C1Nc2ccccc2N(O)N1c1cc(-c2ccccc2)[nH]n1,.,.,85*
COc1cc(C(c2sc3nc(C)nn3c2O)N2CCN(c3ccccc3)CC2)cc(OC)c1OC (stereo not drawn),0.94,0.36,.
CC(=O)Nc1c2c(nn1-c1ccc(C)cc1C)CSC2,0.53,-0.1,-55
CC1CC1C(=O)OCC(=O)NC(=O)NC12CC3CC(CC(C3)C1)C2 (stereo not drawn),.,.,100*
Cn1nnc(C(O)CNCc2ccc(Cl)cc2)n1 (stereo not drawn),.,.,-22
Cc1ccc(C(=O)NNC(=O)CCC(=O)Nc2cccc(Cl)c2C)cc1,2.3,2.3,-56
O=C(COc1ccc(N2C(=O)c3ccccc3C2=O)cc1)c1ccccc1,0,0.11,19
CCc1ccc(NC(=O)c2noc3c2CCC3)cc1,0.21,-0.07,-8
O=C(Nc1ccc2c(c1)OCO2)c1cccc(S(=O)(=O)N2CCCC2)c1,0.16,0.97,32
COc1cc(NC(=O)CSc2nccc(C)n2)c(C)cc1[N+](=O)[O-],-0.38,-0.24,-56
CCOC(=O)c1c(N2C(=O)C3CC(C)=C(C)CC3C2=O)sc(C)c1C (stereo not drawn),-0.85,-0.78,23
O=C(CC1SC(=NC2CCCCC2)NC1=O)Nc1ccccc1 (stereo not drawn),0.89,0.48,-19
CCC1CCCCN1C(=O)COC(=O)c1n[nH]c2ccccc12 (stereo not drawn),0.23,0.37,41
Cc1cccc(-n2c(C)cc(/C=C3/C(=N)N4C(c5ccccc5)=CSC4=NC3=O)c2C)c1,-0.4,-1,31
C#CCOCCOCCOCCNc1nc(N2CCN(C(=O)Cn3cc(CC(C)O)nn3)CC2)nc(N2CCN(C(=O)[C@H](C)n3cc(CCCN=C(N)N)nn3)CC2)n1 (stereo partly drawn),0.42,0.24,14
O=C(Nc1nc(-c2cccs2)c(-c2ccccc2)s1)c1ccco1,-2,-0.55,.
Cc1ccc(-n2c(SCC(=O)OC(C)C)nnc2-c2ccco2)cc1,-0.49,0.02,12
COc1ccc(-c2nc(SCC(=O)Nc3nccs3)c(-c3ccc(Cl)cc3)[nH]2)cc1,-1.2,-0.93,14
COc1ccc(N2C(=O)C3CCCN3C2c2ccccc2Cl)cc1 (stereo not drawn),0.37,0,.
O=C(N/N=C/c1ccc(N2CCOCC2)c([N+](=O)[O-])c1)c1ccc(F)cc1,0.16,0.35,-5
O=C(CSCc1ccc(Cl)cc1)Nc1ccc(-c2nnc(-c3ccccc3)o2)cc1,-0.37,0.68,.
COc1cc(OC)cc(C(=O)N[C@H](C(=O)Nc2nc3c(s2)CCCC3)C(C)C)c1,-1.2,-0.87,-6
CCSc1ccc2nnc(-c3ccc(F)cc3)n2n1,-0.49,-0.26,.
O=C(Nc1ccccc1Cl)C1CCN(Cc2cnn(-c3ccccc3)c2-n2cccc2)CC1,-0.81,-0.78,.
Cc1cccc(CSc2ccc(-c3cccs3)nn2)c1,-0.84,-1.1,.
Cn1ncc(Cl)c1C(=O)Nc1nc2ccc(Cl)cc2s1,-0.57,1.2,33
COc1ccc(S(=O)(=O)N2CCOCC2)cc1NC(=O)[C@@H]1CCCN1C(=O)c1cccs1,.,.,-33
O=C(c1ccc(S(=O)(=O)N2CCc3ccccc3C2)cc1)N1CCCCC1,.,.,-22
COc1ccc(NS(=O)(=O)c2cccc(NC(=O)c3ccc(Cl)nc3)c2)cc1,.,.,-29
COc1ccc(C2=C(C=C(C#N)C#N)C(c3ccccc3C)c3ccccc3O2)cc1OC (stereo not drawn),0,0.33,-30
CCC[C@@H](NS(=O)(=O)c1ccc(C)cc1)C(=O)Oc1ccc2c3c(c(=O)oc2c1)CCC3,-0.12,-0.55,.
CCC(C)C(NC(=O)OCc1ccccc1)C(=O)OCN1C(=O)c2ccccc2C1=O (stereo not drawn),-0.41,-0.21,17
COc1ccc(N2C(C)=CS/C2=C(/C#N)c2nnc(N3CCOCC3)n2-c2ccccc2)cc1,0.37,0.48,.
COc1cccc(NC(=S)NCc2ccccn2)c1,0.45,0.34,-73
Cn1c(=O)c2c(nc(Br)n2Cc2ccccc2Cl)n(C)c1=O,-0.43,-0.33,.
O=C(c1ccco1)N1C(=O)c2cccc3c(S(=O)(=O)N4CCCC4)ccc1c23,-0.57,0.53,-13
CN(C)CCCOC(=O)c1ccc(Cl)cc1Cl,1.6,2,-36
Cc1nc2ccccc2c(=O)n1/N=C/c1ccccn1,0.87,0.32,.
CCN(CC)C(=O)C1CCCN(C(=S)Nc2cccc3ccccc23)C1 (stereo not drawn),0.05,-0.57,0
COc1ccc(C(=O)CSc2nc(N)nc(SC)c2C#N)cc1,-0.47,0.89,39
CCOC(=O)c1nnn(-c2nonc2N)c1CSc1ccc(C)cc1,-0.68,-0.69,35
O=C(O)Cc1ccc(NCc2ccccc2Cl)cc1,.,.,0
COCCN(Cc1ccccc1)C(=S)Nc1ccc(Cl)cc1,.,.,-14
O=C(NCc1cccc(Cl)c1)c1cnn2c1NC(c1ccco1)CC2C(F)(F)F (stereo not drawn),-2.3,-1.7,37
O=C(CSCCc1ccccn1)Nc1ccccn1,0.66,0.82,.
Cc1cc(C)c2c(C)nn(C3CCCCC3)c2n1,0.46,1.2,31
CC1=C(C)CC2C(=O)N(c3cccc4ccccc34)C(=O)C2C1 (stereo not drawn),-1.1,-0.58,.
C/C(=N\Nc1nc2ccccc2[nH]1)c1ccc(Cl)s1,-2.1,-1.9,.
Cc1cccc(NC(=O)NCc2ccccn2)c1,1.6,1.3,-119
Cc1cc(C)cc(N(CC(=O)NCc2ccc3c(c2)OCO3)C(=O)CCC(=O)Nc2ccccn2)c1,0.97,1.2,.

# Further results follow.
SMILES,sdo1 growth,sdo1 growth Rescue 24 h,Insulin prom inh
Cc1cc(C)c(S(=O)(=O)N2CCCOC2CNC(=O)C(=O)NCCCn2ccnc2)c(C)c1 (stereo not drawn),0.87,0.3,-7
Cc1c(C2=CCN(S(=O)(=O)c3ccc(Br)cc3)CC2)c2ccccc2n1C,0.05,0.35,-61
Cc1ccc(SC(C)C(=O)NCc2cccnc2)cc1 (stereo not drawn),-0.16,-0.7,9
CCN1CCCC1CNCc1cccc(OC)c1OCc1ccccc1F (stereo not drawn),0.83,-0.02,0
CCCNc1nc2c(c(=O)n(C)c(=O)n2C)n1CCC(C)C,-1.1,-1.3,.
COc1ccccc1-c1c(C(F)(F)F)oc2cc(OCC(=O)Nc3cc(C)ccc3C)ccc2c1=O,-0.54,0.07,.
COC(=O)NNC(=O)c1ccc(Cl)cc1Cl,-0.03,0.89,38
COc1ccc(C(=O)N2CCN(C(=O)c3ccncc3)CC2)cc1,0.96,0.16,-20
C=CCn1c(-c2cccc3ccccc23)n[nH]c1=S,-1,-0.24,-18
O=C(COC(=O)CNC(=O)c1ccc(Cl)cc1)Nc1ccc2c(c1)OCCO2,2.7,1.3,37
CCNc1nc(Oc2ccc(C(=O)OCC)cc2)nc(SC)n1,-0.3,1.6,.
CCCCCSc1nc(C)c(CC(=O)O)c(=O)[nH]1,1.7,1.6,-7

# Only Insulin prom inh and sdo1 growth Rescue 24 h (two entries from above):
molecule | Insulin prom inh | sdo1 growth Rescue 24 h
Cc1c(C2=CCN(S(=O)(=O)c3ccc(Br)cc3)CC2)c2ccccc2n1C | -61 | 0.35
C=CCn1c(-c2cccc3ccccc23)n[nH]c1=S | -18 | -0.24

# (list continues)
SMILES,sdo1 growth,sdo1 growth Rescue 24 h,Insulin prom inh
Cc1ccc(C)c(NS(=O)(=O)c2cc(C(=O)NCc3ccco3)ccc2C)c1,0.44,0.51,-25
Fc1ccc(/C=N/c2c(-c3ccc(F)cc3)nc3n2CCS3)cc1,0.51,0.76,0
COc1ccc(CCn2c(=O)[nH]c3cc(C(=O)N4CCN(c5ccccn5)CC4)ccc3c2=O)cc1OC,.,.,31
CCc1ccc(N2C(=O)C3NN=C(C(=O)OCc4ccccc4)C3C2=O)cc1 (stereo not drawn),0.55,0.28,0
Cc1c(C(=O)NC(C)CCc2ccccc2)cccc1[N+](=O)[O-] (stereo not drawn),1.4,1.5,26
COC(=O)N/N=C/c1ccc(-c2cccc(Cl)c2)o1,0.61,0.29,-67
COc1ccc(CNC(=O)c2cc3c(C)nc4ccccc4c3o2)c(OC)c1,0.85,0.45,.
Cc1ccc(C)c(/C(O)=C2\C(=O)C(=O)N(CCCn3ccnc3)C2c2cccnc2)c1 (stereo not drawn),-0.37,-0.4,23
CCN1C(=O)/C(=C\N2CCN(c3ccccc3)CC2)SC1=S,-1.2,0.41,.
OCCCn1c(-c2ccccc2)nc(=S)c2c1CCCC2,1.7,1.7,-14
CC(=O)c1cccc(NC(=O)CO/N=C2/CCCc3nonc32)c1,.,.,-33
O=C1CC(c2ccco2)CC(O)=C1C=NCCO (stereo not drawn),1.6,1,.
Cc1cccc(-c2nnn3c2nc(NCCc2ccc(S(N)(=O)=O)cc2)c2ccccc23)c1,1.5,1.9,-32
O=C(NC(=S)Nc1ccc(N2CCCCC2)cc1)c1ccc2c(c1)OCCO2,1.1,1.8,-69
O=C(NCc1ccccc1)c1cccc(COc2ccc3c(c2)CCC3)c1,-0.56,0.01,.
Cc1ccccc1C(=O)NNC(=O)c1cc(N)cc([N+](=O)[O-])c1,0.53,-1,69
Cc1ccc(CN2CCN(Cc3cnc(N4CCOCC4)s3)CC2CCO)o1 (stereo not drawn),.,.,-6
CCCCOC(=O)CSc1nc(N)c(C#N)c(-c2ccc(OCC)cc2)c1C#N,-1,-0.3,7
CC1=C(C(=O)OCC2CCCO2)C(c2coc3ccccc3c2=O)C2=C(CCCC2=O)N1 (stereo not drawn),.,.,7
COc1ccc(-c2csc3nc(-c4ccc(C)cc4)oc(=O)c23)cc1OC,-1.2,-1.3,22

# Assay outcomes: PubChem, several laboratories
